Assay outcomes (PubChem)
CAL PDZ FP-1: human CAL PDZ-peptide interaction inhibition | purified CAL PDZ, TMR-peptide fluorescence polarization, 1 h | AID 504414 | inhibition, % at 20 µM | 0.02% of 330,000 active | Q9HD26;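 active means highest replicate inhibition of at least 40%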;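 further: plate controls were DMSO neutral control wells for no effect and unlabeled competitor peptide control wells for full effect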
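Material: tagged CAL PDZ domain; buffer or medium: 25 mM sodium phosphate pH 7.4, 150 mM NaCl, TCEP, IgG, Thesit; compound dosing: single point, 20 µM; schedule: 1 h incubation at room temperature before polarization reading; measured by: FP readout, S and P plane fluorescence; read-out basis: percent inhibition from loss of millipolarization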
NSD2 inh: NSD2 (human) methyltransferase inhibition | NSD2 peptide methylation, AlphaScreen, 120 min | inhibition, % at 12.5 µM | 0.54% of 310,000 active; in the data active means inhibition above about 50%
C-LANA FP: KSHV C-LANA DNA binding inhibition. MBP-C-LANA/FAM-LBS DNA binding, fluorescence polarization. 0.078% of 340,000 active. inhibition, % at 9 µM;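 active means highest replicate inhibition at or above 60% at 9 µM, even if other replicates fall short; inactive means all replicates below 60% inhibition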;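 further: 0% = neutral control wells and 100% = 4 µM acridine orange control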
Cardiac RTF inh: cardiac RTF calcium desensitization. P19429+P45379. IANBD-labeled cardiac RTF, Ca2+ fluorescence. inhibition, % at 7.15 µM. 0.12% of 340,000 active;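 active means inhibition above the mean inhibition of all tested compounds plus 3 SD, cut at about 17% in these data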;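 further: assay run at fixed EC70 calcium of 1.6 mM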
Pemphigus Ab inh: human desmoglein-3 autoantibody binding inhibition. P32926. DSG3-coupled beads, scFv-anti-DSG3-GFP binding, flow cytometry; stronger effect = lower value. binding (percent of control), % at 10 µM. 0.48% of 310,000 active;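 active means binding more than 3 SD below its plate's average and above zero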;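 further: hits lower antibody fragment binding to DSG3; some compounds called inactive have numbers as strong as hits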
V-ATPase pHluor: regulators of yeast V-ATPase proton transport. response, % at 10 µM. 0.37% of 350,000 active. S. cerevisiae, pHLuorin cytosolic pH fluorescence; in the data active means response mostly above about 7.3%, no sharp cut-off; inactive means mostly below about 5.4%; further: actives read high; inactives centre near 0; some compounds called inactive have numbers as strong as hits; reference of the scale not given here
DAGLB inh: diacylglycerol lipase beta (human) inhibition. Q8NCG7. HEK293T DAGLB membrane lysate, EnzChek fluorogenic substrate. inhibition, % at 5.17 µM. 0.059% of 340,000 active. AID 504411; in the data active means inhibition above about 34%;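 further: 0% = enzyme with vehicle and 100% = wells lacking enzyme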
Target sequence (Q8NCG7 whole entry, looked up): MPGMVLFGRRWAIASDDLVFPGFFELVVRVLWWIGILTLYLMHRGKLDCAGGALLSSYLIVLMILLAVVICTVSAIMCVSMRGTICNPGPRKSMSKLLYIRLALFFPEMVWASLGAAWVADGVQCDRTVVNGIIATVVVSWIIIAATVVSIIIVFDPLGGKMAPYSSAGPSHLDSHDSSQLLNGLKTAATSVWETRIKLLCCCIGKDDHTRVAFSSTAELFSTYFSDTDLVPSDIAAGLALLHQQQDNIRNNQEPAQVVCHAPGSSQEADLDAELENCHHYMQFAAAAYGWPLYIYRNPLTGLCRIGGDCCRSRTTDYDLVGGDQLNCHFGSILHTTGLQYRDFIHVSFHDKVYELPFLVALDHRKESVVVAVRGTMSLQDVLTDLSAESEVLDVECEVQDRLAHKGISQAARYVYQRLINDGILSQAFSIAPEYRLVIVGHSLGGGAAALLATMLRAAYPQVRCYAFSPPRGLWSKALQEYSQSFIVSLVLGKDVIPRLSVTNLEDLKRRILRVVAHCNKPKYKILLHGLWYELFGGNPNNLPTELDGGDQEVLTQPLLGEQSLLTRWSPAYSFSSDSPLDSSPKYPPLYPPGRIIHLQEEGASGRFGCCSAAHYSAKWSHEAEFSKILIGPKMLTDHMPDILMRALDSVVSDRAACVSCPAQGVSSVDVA
Keap1-Nrf2 PPI: disrupts human Keap1 binding to Nrf2 peptide | Q14145 | Keap1 Kelch-Nrf2 peptide fluorescence polarization, 1536-well | inhibition, % at 9.4 µM | 0.15% of 340,000 active; in the data active means inhibition above about 12%;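 further: human Keap1 Kelch domain with fluorescein labeled Nrf2 9mer peptide probe; 0% = neutral control wells and 100% = peptide positive control; higher means more block of Keap1 binding to Nrf2 peptide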
CAL PDZ FP-2: blocks peptide binding to the human CAL PDZ domain; purified CAL PDZ, TMR-peptide fluorescence polarization, 1 h; Q9HD26; inhibition, % at 24.9 µM; 0.92% of 300,000 active; AID 602252;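 active means mean inhibition of at least 30% with at least half of replicates also reaching 30%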;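 further: 0% = DMSO neutral control and 100% = excess unlabeled competitor peptide PRC23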
Arrestin-AP2 inh: inhibitors of human beta-arrestin and AP2 interaction; FITC-arrestin peptide / GST-AP2 beads, flow cytometry; AP2 beta2 appendage carries R879A mutation; AID 504490; inhibition, % at 10 µM; 0.31% of 340,000 active;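 active means inhibition above a set limit, near 3 SD of compounds lacking own fluorescence, cut at about 54% in these data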;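 further: plate controls were DMSO wells for no effect and 5 µM unlabelled arrestin peptide for full effect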
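System: GST-AP2 R879A glutathione beads. Medium: PBS with 0.05% Tween 20 and 0.1% BSA. Also added: FITC-arrestin peptide, 50 nM. Incubation: 12 min plus 1 h, RT. Measured by: high-throughput flow cytometry of beads, ex 488, em 535 nm. Evaluation: percent drop in bead-associated FITC signal.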
* = called active by the depositor; nt = no result given.

Each structure is followed by: CAL PDZ FP-1, NSD2 inh, C-LANA FP, Cardiac RTF inh, Pemphigus Ab inh, V-ATPase pHluor, DAGLB inh, Keap1-Nrf2 PPI, CAL PDZ FP-2, Arrestin-AP2 inh
1	O=C(CSc1nnnn1-c1ccccc1)NC(=O)Nc1ccc2c(c1)OCCO2
  -1.8, -6, 0.1, 12, 103, -2, -1, -1, 2, 14
2	COc1ccc(-n2c(Cc3cccn3C)nnc2SCC(=O)Nc2cccc(C)c2C)cc1
  0.1, nt, 0.9, -17, 109, 0, 2, 0, 1, 2
3	CCn1c(COc2ccc(C)cc2)nnc1SCC(=O)Nc1ccc(S(N)(=O)=O)cc1
  0.1, 0, -0.5, -7, 108, 3, 0, -4, -3, 4
4	N/C(Cc1ccc([N+](=O)[O-])cc1)=N\OC(=O)COc1ccccc1Cl
  0.0, -2, 0.0, -8, nt, -3, -6, 1, -8, 3
5	COC(=O)c1cccc2c(C(=O)O)cc(-c3ccccc3)nc12
  -0.7, 1, -1.1, -9, 96, 4, -3, -1, -1, 8
6	COc1ccc(C)cc1Cn1c(S(C)(=O)=O)nc2ccccc21
  -3.3, 0, -1.4, -5, 83, -2, -2, -1, -3, -1
7	O=C(/C=C/c1ccc([N+](=O)[O-])cc1)NCc1ccco1
  -0.6, -4, -1.1, -17, 102, 0, -2, 0, -3, -6
8	O=C(Nc1cccc(NC(=O)c2cccs2)c1)c1cccnc1
  -4.6, -2, -3.3, -5, 95, 0, -2, -1, -6, -6
9	CCN(CC)C(=O)COc1ccc2c(c1)C(=O)CC(C)(C)O2
  -0.2, -2, 0.6, -3, 100, -3, -1, -1, 0, 25
10	Cc1cc2c(c(=O)n1Cc1cccnc1)C(Cc1ccccc1)C(C#N)=C(N)O2 (stereo not given)
  -0.4, -5, -2.1, 3, 100, 2, -2, -4, 2, -5
11	COc1cc(C(=O)Nc2ccc3c(c2)Cc2ccccc2-3)cc(OC)c1OC
  -3.3, -3, -0.7, -15, 78, 4, -1, 1, -3, -9
12	O=C(O)CCn1cc(/C=C2\SC(=S)NC2=O)c(-c2ccccc2)n1
  -1.4, 4, -1.6, nt, nt, 0, nt, -4, -6, -2
13	N#Cc1c(NC(=O)CCCC(=O)O)sc2c1CCCCC2
  -0.2, 2, 0.6, -1, 102, -3, 1, -2, -2, 0
14	O=C(CCC1CCCCC1)NNC(=O)NC12CC3CC(CC(C3)C1)C2
  -2.3, 1, 0.3, 0, 100, 7, -4, 3, nt, 4
15	COc1ccc(C(=O)NC2CC2)cc1OC1CCN(Cc2cc(C)cc(C)c2)CC1
  -1.3, 4, 2.4, -11, nt, 0, 4, 4, nt, 9
16	COc1ccccc1NC(=O)Nc1nc(CC(=O)Nc2ccc(F)c(F)c2)cs1
  0.7, -1, 1.3, -8, 103, 1, 5, -6, -4, -6
17	O=C(Cc1ccc(Cl)cc1)Nc1ccc(N2CCN(C(=O)c3ccco3)CC2)c(Cl)c1
  -0.3, nt, 2.2, -3, 98, -1, 3, -3, -5, 13
18	O=C(O)COCC(=O)Nc1ccc(-n2cnnn2)cc1
  -1.7, -4, -0.7, 2, 100, -1, -3, -3, -3, 0
19	Nc1ccc(CCS(N)(=O)=O)cc1
  nt, 5, -1.5, -3, 98, 1, 0, -7, -5, 8
20	Cc1ccc(C(=O)N2CCN(S(=O)(=O)c3ccccc3)CC2)cc1
  -0.4, 0, -2.2, 6, 101, 1, -1, 1, -1, 18
21	O=C(NNc1ccc(-c2csnn2)cc1)c1cc(Cl)cc(Cl)c1
  nt, 3, nt, nt, 100, -1, nt, nt, nt, 14
22	CNCCCc1[nH]nc(N)c1C#N
  -0.6, 50, -4.2, 8, 97, -1, 4, -5, 3, 8
23	Cc1c(N(C)C)c(=O)n(-c2ccccc2)n1C
  -2.1, nt, -0.7, -13, 104, -2, 1, -1, 2, 20
24	COc1ccc(NC(=O)CN(C)C(=O)C23CC4CC(CC(C4)C2)C3)cc1
  -3.3, -1, 0.2, -5, 99, -1, 0, 0, 2, -15
25	O=C(COC(=O)c1ccc(F)cc1Cl)NC1CCCCCCC1
  -0.6, -4, 1.6, -10, 131, 1, -5, -5, 1, 2
26	O=C(NN1C(=O)/C(=C/c2cccs2)SC1=S)c1ccncc1
  -1.2, 5, 0.8, -6, 107, 2, 4, -2, 1, 8
27	COc1nsnc1NS(=O)(=O)c1ccc(NC(=S)NC(=O)c2ccncc2)cc1
  -0.2, 1, -0.8, -13, 95, 0, -3, 3, -5, 6
28	COc1ccccc1N1C(=O)N(CC(=O)C(C)(C)C)c2ccccc2S1(=O)=O
  0.4, 2, 1.1, 0, 120, -2, 1, -1, -8, 10
29	CCN(CC)S(=O)(=O)c1ccc(C)c(C(=O)Oc2cccc(-c3cnc4ccccc4n3)c2)c1
  -1.8, -4, 0.3, -2, 100, -7, -4, 3, -1, 15
30	COc1ccc2[nH]c(=O)c(-c3noc(-c4ccccc4)n3)cc2c1
  -1.3, -1, 1.0, -6, 101, 3, -3, -1, -3, 12
31	Cc1cc(NC(=O)COC(=O)C2CC2)ccc1Br
  0.7, -2, -1.4, -1, nt, -1, 1, 0, -2, 45
32	O=C(O)CSc1nc(-c2ccccc2)c(-c2ccccc2)[nH]1
  -0.8, nt, -0.5, 3, 102, 3, 0, 0, -10, 10
33	CCn1nc(C)c(NC(=O)c2cnn3c(C(F)F)cc(-c4ccccc4)nc23)c1C
  -4.7, 0, -0.9, -3, 85, -1, 1, -4, -5, -3
34	CCOC(=O)c1c(-c2ccccc2)csc1NC(=O)c1cc(S(=O)(=O)N2CCOCC2)ccc1C
  -5.0, 1, 0.0, 4, nt, 1, -10, 3, -4, 14
35	CC1(c2ccc3c(c2)OCO3)NC(=O)N(CC(=O)Nc2ccccc2)C1=O (stereo not given)
  -2.2, 0, -1.2, -8, 95, -4, -2, 0, -2, 34
36	O=C1c2ccccc2C(=O)N1CC1c2ccccc2CCN1S(=O)(=O)c1ccccc1 (stereo not given)
  -1.7, 5, -1.7, -6, 99, 2, -3, -4, -4, -2
37	CCOC(=O)/C(=N\Nc1ccccc1Cl)N1CCN(Cc2ccccc2)CC1
  -0.3, 0, 1.0, 5, 99, -1, -12, -4, 7, 6
38	COc1ccc(C(OCC(O)CNC(C)c2ccccc2)c2ccc(OC)cc2)cc1 (stereo not given)
  -2.8, 3, -1.8, -15, nt, -6, -6, -1, -1, 9
39	CCOc1ccc(-c2nc(CN3CCCCC3CCn3cccn3)c(C)o2)cc1 (stereo not given)
  -0.8, 2, -1.2, -9, 103, -2, -2, -4, nt, 0
40	CNC(=O)c1ccccc1NC(=O)C1CC(=O)N(c2ccc(OC)cc2)C1 (stereo not given)
  -0.3, -3, -0.4, -2, nt, 1, 0, -8, -6, -6
41	CCn1cc(S(=O)(=O)NC(C)c2cc(OC)ccc2OC)cn1 (stereo not given)
  -1.4, -1, -0.8, -9, nt, -1, 0, 0, 0, 8
42	CCOC(=O)c1c(NC(=O)CC2Nc3ccccc3NC2=O)sc(C)c1C (stereo not given)
  -0.5, 2, 2.5, -10, 95, -5, 0, -54, -2, 4
43	CC(c1ccon1)N(C)C(=O)c1ccc2nc(Cc3cccc(Cl)c3)oc2c1 (stereo not given)
  -2.8, -2, -1.5, -3, 87, -4, -3, 6, 18, 33
44	COc1cc(S(=O)(=O)Nc2ccncc2)ccc1F
  0.1, -2, 1.0, 6, 103, 2, 0, -3, -4, -1
45	Cc1cccc(NC(=O)C2CCN(S(=O)(=O)c3ccc4c(c3)OCCO4)CC2)n1
  -3.0, 0, -0.1, -2, 104, 1, -2, -1, 11, 25
46	O=C(O)CN=CC1=C(O)CC(c2ccccc2)CC1=O (stereo not given)
  0.6, -4, -0.3, -4, 98, 4, 0, -4, -5, 3
47	Cc1cc(C(=O)OC(C)C(=O)NC2CCCCC2)c(C)o1 (stereo not given)
  -2.6, -1, 1.1, -3, 105, -3, 1, -4, 0, -4
48	C=CCn1c(N)c(C(=O)OCC(C)C)c2nc3ccccc3nc21
  -2.7, -1, -1.2, -5, nt, -5, 0, -3, -2, 4
49	Cc1ccc(-n2cnc3c(sc4nccc(N(C)C)c43)c2=O)cc1
  -0.2, -1, -0.8, -2, nt, -3, -4, -1, 1, -5
50	O=C(NNC(=O)c1cccnc1)Nc1cccc2ccccc12
  -3.4, 6, -1.6, -7, 99, -2, -2, -2, -1, 5
51	COc1cccc(CNC(=O)C2CCN(S(=O)(=O)c3ccc4c(c3)OCCO4)CC2)c1
  -1.8, -1, 1.2, -6, nt, 1, -3, -2, -5, -3
52	CC[C@H](C)Cc1cn([C@@H](CCCN=C(NC(=O)OC(C)(C)C)NC(=O)OC(C)(C)C)C(=O)NCCCCCCCCCCC(=O)N2CCN(C(=O)OC(C)(C)C)CC2)nn1
  -0.7, nt, -0.6, -8, 114, -4, 5, -5, -4, -2
53	CC(C)C(=O)Nc1cccc(NC(=S)NC(=O)c2ccc([N+](=O)[O-])cc2)c1
  -1.0, 1, 2.0, -3, 92, 4, 1, -6, 1, 0
54	COc1ccc(CN(C)C(=O)c2cccc(Oc3ccccc3)c2)c(OC)c1OC
  -2.3, -1, -0.1, 7, nt, -2, -1, -2, -3, -11
55	COc1ccc(NC(=O)CN(C)CC(=O)Nc2sc3c(c2C(N)=O)CCC3)cc1
  -2.1, 1, -2.1, -13, 100, 2, 1, 0, -3, 0
56	Cc1csc(NC(=O)C2CCN(S(=O)(=O)c3ccc4c(c3)oc(=O)n4C)CC2)n1
  -0.1, nt, 0.5, -6, 100, 4, 1, -9, nt, -2

Only part of the results is shown; count on the stated rates, not on these rows.
